# MCF10A rereplic = A quantitative high throughput screen for small molecules that induce DNA re-replication in MCF 10a normal breast cells | MCF 10A DNA re-replication, Hoechst nuclear intensity, 48 h | Potency, µM (doses to about 46.1 µM), inactives show at the top dose activity, positive = re-replication, most hits filed as activators | hit rate 2.9% among 350,000 | AID 624296, 2012; further: potency means the concentration at half of the fitted maximal effect; % of control where 0% means no effect; nearly all actives have a fitted effect of over 50% in size
# HT1080NT lethal = qHTS for induction of synthetic lethality in tumor cells producing 2HG: qHTS for the HT-1080-NT fibrosarcoma cell line; HT-1080-NT fibrosarcoma viability, CellTiter-Glo ATP luminescence, 48 h; Potency, µM (doses to about 46.1 µM), inactives show top-dose activity, negative = less viability, usual class: cytotoxic; hit rate 1.6% among 360,000;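 further: NT is the 2HG producing partner of a matched IDH1 knockdown line; potency means the concentration at half of the fitted maximal effect; 0% = DMSO-treated cells and -100% = media-only wells without cells; nearly all actives have a fitted effect of over 55% in size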
#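 Toxicity toward the 2HG-producing NT line was scored as %Activity, normalised to DMSO and no-cell wells, from CellTiter-Glo luminescence after 48 hours' treatment.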
# KB-3-1 tox = qHTS assay for MDR1-selective chemotherapeutics: Primary screen using the parental adenocarcinoma cell KB-3-1; hit rate 1.4% among 400,000; Potency, µM (highest dose often 46.1 µM), for the others: at the highest dose activity change, negative = cytotoxic, most hits filed as cytotoxic; KB-3-1 viability, CellTiter-Glo ATP luminescence, 72 h; further: potency means the concentration at half of the fitted maximal effect; on the % scale 0 is the no-effect control and ±100 the full control effect; nearly all actives have a fitted effect of over 60% in size
#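 KB-3-1 parental drug-naive adenocarcinoma cells in DMEM/10% FBS, incubated 72 h at 37 C with pin-transferred compounds across a concentration series. Viability by CellTiter-Glo luminescence; concentration-response curves fitted after normalization.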
# S2 tox = Viability Counterscreen for Primary qHTS for Inhibitors of ATXN expression; S2 cells (HEK-293 line with an ATXN2-luciferase reporter) viability, CellTiter-Fluor protease fluorescence, 24 h; Potency, µM (doses to about 56.7 µM), most hits filed as cytotoxic; hit rate 0.49% among 400,000; AID 651635, 2014; further: potency means the concentration at half of the fitted maximal effect; nearly all actives have a fitted effect of over 40% in size
# SW480 rereplic = A quantitative high throughput screen for small molecules that induce DNA re-replication in SW480 colon adenocarcinoma cells | AID 624297, 2012 | Potency, µM (series often up to 46.1 µM), for inactives: top-dose re-replication activation, actives largely listed as activators | SW480 DNA re-replication, Hoechst DNA content imaging, 48 h | hit rate 1.8% among 340,000; further: potency means the concentration at half of the fitted maximal effect; % of control where 0% means no effect; nearly all actives have a fitted effect of over 55% in size
#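 Quantitative HTS format with DMSO vehicle controls; 48 hr drug incubation at 37 C, then 40 min Hoechst staining and scanning imager measurement at 405 nm excitation.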
# KB-V1 cytotox = qHTS assay for MDR1-selective chemotherapeutics: Primary screen using the drug-selected MDR subline cells KB-V1; KB-V1 MDR cells viability, CellTiter-Glo, 72 h; Potency, µM (highest dose often 46.1 µM), inactives show top-dose activity change, negative = cytotoxicity, usual class: cytotoxic; hit rate 3.4% among 400,000; AID 1347076, 2019; further: potency means the concentration at half of the fitted maximal effect; on the % scale 0 is the no-effect control and ±100 the full control effect; nearly all actives have a fitted effect of over 60% in size
#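 Luminescent ATP read-out (CellTiter-Glo, 10 min) measures survival of drug-selected KB-V1 MDR cells after 72 h, 37 degrees C compound exposure. Medium: phenol-red-free DMEM, 10% FBS. Values from fitted concentration-response curves.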
# HT1080 IDH1KD tx = qHTS for induction of synthetic lethality in tumor cells producing 2HG: qHTS for the HT-1080-IDH1KD cell line. Potency, µM (doses to about 46.1 µM), inactives show at the highest dose activity, negative = toxicity, actives largely listed as cytotoxic. hit rate 2% among 360,000. AID 686971, 2013. HT-1080 IDH1 knockdown viability, ATP luminescence, 48 h;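 further: potency means the concentration at half of the fitted maximal effect; 0% = DMSO wells and -100% = cell-free medium wells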
#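 IDH1KD HT-1080 cells, 750/well, RPMI + 5% FBS; compound pinned after 2 h settling; 48 h, 37 °C; CellTiter-Glo luminescence; % activity normalised to DMSO and no-cell wells; curves fitted, classed by r2 and efficacy.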
# IL1B secr inh = qHTS for Inhibitors of Inflammasome Signaling: IL-1-beta AlphaLISA Primary Screen; hit rate 4.7% among 360,000; activity change, % at 57.5 µM; AID 743279, 2014; THP-1 LPS/ATP IL-1B secretion, AlphaLISA, 16 h; active compounds read low; in the data active means activity change below about -50%; inconclusive means mostly about -30% to -49%; further: on the % scale 0 is the no-effect control and ±100 the full control effect
#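 Secreted IL-1B measured by AlphaLISA bead assay after 16 h compound exposure of THP-1 cells; compounds (final up to 57.5 uM) added 1 h before LPS (250 ng/mL) and ATP (1.25 mM) stimulation; lower signal means less secretion.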
# ATXN2 expr inh = Primary qHTS for Inhibitors of ATXN expression; HEK-293 ATXN2-luciferase reporter, luminescence, 24 h; Potency, µM (titrated, usually from 57 µM), inactives show at the highest dose activity change, negative = inhibition, usual class: inhibitors; hit rate 0.72% among 360,000; AID 1745845, 2022; further: potency means the concentration at half of the fitted maximal effect; on the % scale 0 is the no-effect control and ±100 the full control effect; nearly all actives have a fitted effect of over 55% in size
#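 ATXN2-luciferase reporter cells (luciferase flanked by upstream and downstream ATXN2 gene portions) were treated 24 h at 37 °C with compounds at up to 57 uM. SteadyGlo luminescence gave expression; GF-AFC fluorescence gave viability.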
# * = called active by the depositor; i = inactive; ? = inconclusive; / = no result given; & = joins results of further samples; [ ] = dose if it differs, or a comment. Unless noted, the call rests on the fitted dose curve; in most records, active means well fitted curve in the direction sought with a large enough effect; inconclusive means small, poorly fitted or top-dose-only effect, or another doubt; inactive means no such curve, though single readings can be large; an effect the other way counts as inactive or inconclusive.
# Below each compound: SW480 rereplic | S2 tox | HT1080NT lethal | HT1080 IDH1KD tx | KB-V1 cytotox | ATXN2 expr inh | KB-3-1 tox | MCF10A rereplic | IL1B secr inh
- Cc1cc2c(c(C)c1Cl)C(c1ccc3c(c1)OCO3)CC(=O)O2 (stereo not given)
→ 13.1% | i | -11.3% | -7.9% | -4.9% | -9.5% | 0.0% | -0.7% | 87.8
- Cc1nn(CC(=O)N2CCc3ccccc3C2)c(C)c1[N+](=O)[O-]
→ -10.7% | i | -15.3% | -0.2% | ? | 37.5% | 6.2% | 2.0% | 8.1
- COc1ccc(Cl)cc1NC(=O)C(C)OC(=O)C1=NNC(=O)CC1 (stereo not given)
→ -0.6% | i | -2.0% | -3.2% | 0.0% | / | -0.6% | -0.1% | -3.8
- CN(C(=O)CSc1nncn1-c1ccccc1)C1CCS(=O)(=O)C1 (stereo not given)
→ -588.4%[inhibitor] | i | 14.9% | 8.4% | -0.5% | -16.6% | 2.0% | -3.4% | -13.7
- CCN(C/C=C/c1ccccc1OC)Cc1ccccc1
→ -2.1% | i | -16.3% | -19.5% | 24.3% | -25.9% | 11.4% | -1.2% | 3.9
- C#CC1(NC(=O)N(C)C)CCCCC1
→ 9.3% | i | 1.6% | 9.6% | 11.8% | / | 0.4% | -9.4% | 6.4
- Cc1cccc(C)c1NC(=O)C(NS(=O)(=O)c1cccs1)c1ccccc1 (stereo not given)
→ 4.3% | i | -8.0% | 1.5% | 2.5%&-1.0% | -15.0%&-1.7% | -0.7%&2.2% | 3.9% | -2.8
- CCOP(=O)(OCC)C(NC(=O)c1ccc(OC)c(OC)c1)c1ccccc1 (stereo not given)
→ 0.4% | i | 2.6% | 3.1% | -4.1% | 5.8% | 10.8% | -23.5% | 23.5
- CCN(C(=O)c1ccc(S(=O)(=O)N(C)C)cc1)C(C)C(=O)Nc1ccc(C)cc1 (stereo not given)
→ -5.6% | i | -12.0% | -1.2% | 0.0% | -0.9% | -4.8% | ? | 13.7
- O=C(O)C1CC=CCC1C(=O)NCCc1cccc(Cl)c1 (stereo not given)
→ -7.7% | i | -10.2% | -10.1% | 3.4% | 2.7% | -5.9% | -11.7% | 30.5
- COc1ccc(CNC(=O)c2cnn(-c3ccccc3)c2-n2cccc2)cc1OC
→ / | i | / | / | ? | -19.8% | ? | / | /
- COCC(C)NC(=O)c1cc(S(=O)(=O)N2CCCCC2)ccc1N1CCOCC1 (stereo not given)
→ 3.2% | ? | 2.5% | 0.0% | -19.2% | -11.5% | ? | -1.5% | 7.6
- CCOc1ccc(NC(=O)C(=S)NC2CCCCC2)cc1
→ 3.0% | i | 4.5% | -2.6% | -22.9% | 69.5%[activator] | -1.6% | 3.0% | 1.0
- CC1CCc2sc(C(=O)N/N=C/c3ccc(O)cc3)cc2C1 (stereo not given)
→ 1.6% | ? | ? | ? | -14.8% | 7.6% | -21.2% | ? | ?
- COc1ccc(OC)c(C(=O)CCCCC(=O)c2cc(OC)ccc2OC)c1
→ / | i | -7.1% | 1.3% | ? | / | -24.2% | / | 6.5
- COCCCN1C(=O)C(CC(=O)NC2CC2)CC(C(=O)N2CCOCC2)=C1C (stereo not given)
→ / | i | -2.3% | 16.2% | ? | 2.4% | -2.8% | / | 0.0
- Cc1ccc(F)c(C2C3C=CCC(c4cccc(-c5ccc(N(C)C)cc5)c4)C3C(=O)N2Cc2ccccc2)c1 (stereo not given)
→ 17.1%[9.22 µM] | i | -1.5% | -7.6% | -27.9% | 26.8% | ? | 0.4% | 4.6
- Cn1c(=O)c(=O)n(C)c2cc(S(=O)(=O)N3CCC(Cc4ccccc4)CC3)ccc21
→ -2.8% | i | 0.0% | -0.2% | -23.7% | -11.9% | -8.4% | 7.9% | 13.0
- C=CCN(Cc1nc(-c2ccccc2)no1)C(=O)c1ccc2c(c1)OCO2
→ -1.2% | i | -6.7% | -11.6% | ? | 0.6% | -11.5% | 10.4% | -8.4
- Fc1cccc(-c2nn[nH]n2)c1
→ -3.7% | i | 7.6% | 8.1% | 8.8% | 6.7% | 11.1% | -2.6% | 8.7
- COc1cccc(COC(=O)C2CC(=O)N(Cc3ccc(C)cc3)C2)c1OC (stereo not given)
→ -13.9% | i | 4.6% | -0.1% | 3.4% | -1.2% | 1.2% | -0.3% | 12.5
- COc1ccccc1Nc1nc(N)nc(CN2CCN(Cc3ccccc3)CC2)n1
→ -4.3% | i | -14.0% | -2.2% | ? | 2.2% | 5.3% | 7.7% | -0.7
- CCOc1ccc(NC(=O)CSc2nnc(Cc3cccn3C)n2-c2ccc(OC)cc2)cc1
→ -0.2% | i | -1.5%[9.24 µM] | -23.5% | -7.3% | -1.2% | 0.7% | 12.6% | -28.8
- O=C(CCN1C(=O)C2C3C=CC(C3)C2C1=O)N1CCN(c2ccccc2Cl)CC1 (stereo not given)
→ -2.2% | i | 7.4% | 5.0% | -23.1% | 5.3% | -5.1% | 24.8% | 0.2
- COc1cccc(CNC(=O)CCC2CCCN(C(=O)C3CCOCC3)C2)c1 (stereo not given)
→ -16.2% | i | 2.7% | 3.7% | 14.1% | 5.0% | 12.3% | 3.7% | -2.9
- Cc1ccc(OCc2ccc(C(=O)Nc3nc4ccccc4n3C)o2)c([N+](=O)[O-])c1
→ 5.8% | i | -1.6% | -3.1% | -22.7% | -16.9% | 1.8% | 5.3% | 0.9
- CCN(CC)S(=O)(=O)c1ccc2nc(NC(=O)c3cccs3)sc2c1
→ 14.4%[9.22 µM] | i | -29.5% | ? | -16.8% | 28.7% | -3.3% | ? | 23.2
- CCN(CC)S(=O)(=O)c1ccc2c(c1)c(=O)c(C(=O)N1CCc3ccccc3C1)cn2C
→ -17.2% | i | -0.7% | -0.7% | -0.9% | 1.5% | 25.3% | 0.8% | -8.5
- CCC(=O)N1CCc2cc(Br)cc(S(=O)(=O)NCC3CCCO3)c21 (stereo not given)
→ 0.1% | i | 8.4% | -4.0% | -10.5% | -2.7% | 0.2% | ? | 3.0
- Cc1cc(C)c(-c2cc(NC(=O)CSc3nncn3C)n(-c3ccccc3)n2)cc1C
→ -5.2%[9.22 µM] | i | -6.0% | -23.1% | -28.1% | -5.2% | -26.8% | 19.8% | -13.0
- Cc1cccc2cc(C(c3nnnn3CC3CCCO3)N3CCc4ccccc4C3)c(=O)[nH]c12 (stereo not given)
→ -0.2% | i | -4.8% | -0.6% | ? | 0.5% | 18.9% | 8.1% | -0.1
- COCC(=O)NC1CCN(S(=O)(=O)c2cccc(C(C)=O)c2)CC1
→ -4.7% | i | 15.0% | -1.5% | 23.8% | -3.1% | -1.4% | -3.3% | -4.5
- CCOCCc1nnc(NC(=O)CS(=O)(=O)c2ccc(C)cc2)s1
→ -3.5% | i | 12.0% | 1.9% | 0.0% | -0.2% | ? | 7.0% | 6.4
- CC(C)c1ccc(OCC(=O)Nc2ccc(OC(F)(F)F)cc2)cc1
→ 12.0% | i | 8.8% | 7.1% | 0.7% | -10.7% | -7.4% | 10.0% | -3.6
- Cc1cccc(N2CCN(C(=O)CSc3nnnn3C3CC3)CC2)c1C
→ -3.7% | i | -1.2% | -2.0% | ? | 6.5% | -43.1% | -6.1% | 0.0
- COC(=O)CCC(=O)Nc1ccccc1C(=O)Nc1ccccc1
→ -6.2% | i | 16.8% | 11.2% | 10.6% | 3.3% | 0.6% | -6.3% | 19.0
- COc1ccc(OC(=O)N2CCOCC2)cc1
→ -8.4% | i | 1.3% | 3.1% | 23.1% | / | 1.0% | 1.3% | -5.1
- S=c1[nH]nc(C2CCCCC2)n1/N=C/c1ccccn1
→ -16.5% | i | 5.0% | 6.5% | 0.0% | 5.5% | 18.3% | -1.2% | 32.5
- COc1cc(/C=C2\N=C(c3ccccc3)OC2=O)ccc1OC(C)=O
→ -7.6% | ? | -2.9% | -12.0% | 3.2% | / | -0.8% | 1.0% | -7.4
- Cc1ccc(CN2CCN(Cc3ccccc3C(F)(F)F)CC2)cc1
→ -6.6% | ? | 0.5% | -2.9% | ? | ? | -1.6% | 1.4% | -4.2
- CC(=O)c1ccc(NC(=S)N(Cc2ccccc2)C(C)C2CC2)cc1 (stereo not given)
→ -53.1%[inhibitor] | ? | -10.7% | -4.9% | 0.5% | -23.4% | -11.1% | ? | -9.6
- CCOC(=O)N1CC=C2C(C#N)=C(N)C(C#N)(C#N)[C@H](c3cccs3)C2C1 (stereo not given in full)
→ 4.3% | i | ? | ? | 9.2µM* | -25.3% | -5.2% | 13.3% | -2.0
- CSc1ncccc1C(=O)OCC(=O)c1ccc(Br)s1
→ -17.6% | i | 0.0% | 0.6% | -5.6% | / | -2.0% | -1.0% | -1.1
- COc1ccc(N(Cc2cc(=O)[nH]c3ccccc23)C(=O)c2ccco2)cc1
→ -1.0% | i | -4.5% | -10.5% | 0.0% | 0.7% | 0.0% | 3.7% | -15.1
- CC(=O)OCCCNc1cc(Sc2nc3ccccc3s2)c2nonc2c1[N+](=O)[O-]
→ 11.8% | / | -4.2% | 1.1% | -8.8% | 15.8µM* | 10.3% | ? | ?
- Cc1cc(Nc2cccc(C(F)(F)F)c2)nc2ccc(NC(=O)Cc3ccc(Cl)cc3)cc12
→ / | i | / | / | 17.9% | 20µM* | 6.4% | / | /
- Cc1ccc(NC(=O)N/C=C/c2ccco2)c(C)c1
→ 3.7% | i | -8.3% | 6.5% | -7.3% | 5.1% | 12.7% | 1.2% | 2.6

# Screens: PubChem, National Center for Advancing Translational Sciences (NCATS)
